Compound activity from PubChem.
TRb SRC2 PPI: qHTS for Inhibitors of the Interaction of Thyroid Hormone Receptor and Steroid Receptor Coregulator 2; Thyroid hormone receptor beta (Homo sapiens), P10828; TRbeta-SRC2 peptide binding, fluorescence polarization; receptor liganded with 1 µM T3; Potency, µM (series often up to 106 µM), for the others: at the highest dose activity change, negative = inhibition, most hits filed as inhibitors; 280,000 tested, 0.065% active;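 also: potency is read from the fitted curve at half-maximal effect; plate controls were bound peptide for no effect and peptide without receptor for full effect; nearly all actives have a fitted effect of over 50% in size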
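Binding of a 20-amino-acid Texas Red SRC2 peptide (20 nM) to TRb ligand-binding domain (0.6 uM) with agonist T3 at 1 uM was followed by fluorescence polarization after a 5 hr room-temperature incubation.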
CBFb RUNX1 block: qHTS Assay for Compounds Blocking the Interaction Between CBF-beta and RUNX1 for the Treatment of Acute Myeloid Leukemia; AlphaScreen CBFb-His/RUNX1-biotin binding, biochemical; Potency, µM (top dose mostly 59.8 µM), for inactives: at the highest dose activity, negative = inhibition, most hits filed as inhibitors; 230,000 tested, under 10 active; AID 1477, 2009; also: % of control where 0% means no effect
Target sequence (Q01196 whole entry, looked up): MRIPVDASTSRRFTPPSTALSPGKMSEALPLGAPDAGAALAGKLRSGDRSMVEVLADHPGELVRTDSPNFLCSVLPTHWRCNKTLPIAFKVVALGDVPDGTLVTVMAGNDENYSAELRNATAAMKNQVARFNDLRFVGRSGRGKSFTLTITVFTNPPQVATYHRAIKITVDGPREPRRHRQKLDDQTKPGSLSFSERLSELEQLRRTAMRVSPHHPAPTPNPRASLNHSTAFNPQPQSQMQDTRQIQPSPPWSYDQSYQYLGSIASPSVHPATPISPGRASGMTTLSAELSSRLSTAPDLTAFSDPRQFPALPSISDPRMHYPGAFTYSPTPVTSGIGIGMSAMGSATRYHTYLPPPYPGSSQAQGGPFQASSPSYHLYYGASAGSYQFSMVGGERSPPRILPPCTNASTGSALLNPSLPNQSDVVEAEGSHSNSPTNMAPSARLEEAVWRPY
Target sequence (Q13951 whole entry, looked up): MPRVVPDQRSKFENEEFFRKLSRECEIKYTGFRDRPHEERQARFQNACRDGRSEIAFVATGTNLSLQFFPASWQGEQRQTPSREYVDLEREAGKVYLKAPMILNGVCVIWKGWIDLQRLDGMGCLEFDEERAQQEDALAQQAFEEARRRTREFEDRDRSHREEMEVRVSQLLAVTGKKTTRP
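Bead-based AlphaScreen assay; binding partners His-tagged CBF-beta and biotinylated RUNX1 at 30 nM each. Compound exposure 15 min after a 20-min protein preincubation; bead step 90 min; all steps at room temperature.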
Tau fluor counter: Counterscreen qHTS for Inhibitors of Tau Fibril Formation, Fluorescence Polarization; 280,000 tested, 0.93% active; AID 1463, 2008; Potency, µM (doses to about 57.7 µM), for the others: top-dose activity change, negative = decrease; tau K18 P301L Alexa594 fluorescence, heparin fibrillization; also: potency is read from the fitted curve at half-maximal effect; % is scaled to controls: 0 for no effect and ±100 for the full control effect; nearly all actives have a fitted effect of over 55% in size
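Human tau K18 P301L (15 uM unlabeled, 0.24 uM Alexa 594-labeled) in 100 mM sodium acetate pH 7 with 20 uM heparin, 6 hr at 37 C. ThT 30 uM added, 1 hr ambient; Alexa 594 FP and total fluorescence read at 555/632 nm.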
aGal spleen mod: qHTS Assay for Inhibitors and Activators of Human alpha-Galactosidase From Spleen Homogenate; Potency, µM (highest dose often 80 µM), for inactives: top-dose activity change, negative = inhibition, most hits filed as inhibitors; human spleen homogenate, 4MU-alpha-Gal fluorescence, 40 min; 240,000 tested, 0.008% active;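 also: potency is read from the fitted curve at half-maximal effect; 0% = enzyme with vehicle and -100% = no enzyme basal signal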
Target sequence (P06280 32-429 limits assumed): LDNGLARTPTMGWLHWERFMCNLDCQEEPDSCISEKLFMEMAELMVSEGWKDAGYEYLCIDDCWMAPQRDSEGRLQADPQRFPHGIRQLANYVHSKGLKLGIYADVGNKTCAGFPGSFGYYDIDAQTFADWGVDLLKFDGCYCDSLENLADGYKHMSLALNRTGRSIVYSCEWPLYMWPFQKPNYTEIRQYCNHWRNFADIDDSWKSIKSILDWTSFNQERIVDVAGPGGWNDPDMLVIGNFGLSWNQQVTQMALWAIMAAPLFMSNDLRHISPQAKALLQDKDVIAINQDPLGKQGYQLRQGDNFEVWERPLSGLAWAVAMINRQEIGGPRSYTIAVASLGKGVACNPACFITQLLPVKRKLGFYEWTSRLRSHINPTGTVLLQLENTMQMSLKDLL
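Spleen homogenate 1 ug + cpd (titration) + 4-MU-alpha-D-galactopyranoside 1 mM; 37C 40 min; 50 mM citrate/phosphate pH 5.0, 0.01% Tween-20; stop pH 10; fluorescence 365/440; AC50 via Hill.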
Tau FP inhib: qHTS for Inhibitors of Tau Fibril Formation, Fluorescence Polarization. Microtubule-associated protein tau (Homo sapiens), P10636. Potency, µM (doses to about 57.7 µM), inactives show at the highest dose activity, negative = inhibition, actives largely listed as inhibitors. 280,000 tested, 0.39% active. K18 P301L tau heparin fibrillization, Alexa594 FP, 6 h; also: potency is read from the fitted curve at half-maximal effect; % is scaled to controls: 0 for no effect and ±100 for the full control effect; nearly all actives have a fitted effect of over 55% in size
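Recombinant K18 P301L […], labeled with Alexa 594 at 0.24 uM over 15 uM unlabeled; heparin inducer 20 uM final; 37 C, 6 hr; FP endpoint.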
NPSR antagonist: qHTS Assay for Antagonists of the Neuropeptide S Receptor: cAMP Signal Transduction | Q6W5P4 | CHO-NPSR cells, cAMP TR-FRET, antagonist mode | Potency, µM (doses to about 38.3 µM), inactives show at the highest dose activity change, negative = inhibition, actives largely listed as inhibitors | 220,000 tested, 1% active | AID 1461, 2008; also: potency is read from the fitted curve at half-maximal effect; % is scaled to controls: 0 for no effect and ±100 for the full control effect; nearly all actives have a fitted effect of over 50% in size; many of its hits are not listed in these tables
TR SRC2 fluor cs: Total Fluorescence Counterscreen for Inhibitors of the Interaction of Thyroid Hormone Receptor and Steroid Receptor Coregulator 2. TRb/SRC2 Texas Red total fluorescence interference. Potency, µM (series often up to 106 µM), inactives show at the top dose fluorescence change, negative = quenching. AID 1479, 2009. 280,000 tested, 0.29% active; active = well fitted curve in either direction with a large enough effect; inconclusive = small, poorly fitted or top-dose-only effect; also: potency is read from the fitted curve at half-maximal effect; % is scaled to controls: 0 for no effect and ±100 for the full control effect
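Human TRβ ligand-binding domain (0.6 uM) and Texas Red SRC2 peptide (20 nM) in Tris buffer with 1 uM T3 and 5% DMSO were incubated with pinned compound for 5 hr at ambient temperature. Total fluorescence was computed as S + 2P (555/632 nm).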
Epigenetic derep: Quantitative High-Throughput Screen for Regulators of Epigenetic Control. murine LDR cells, GFP reporter derepression, 30 h. Potency, µM (doses to about 53.9 µM), without a hit: at the highest dose GFP activation, usual class: activators. 280,000 tested, 0.2% active. AID 1865, 2009; also: potency is read from the fitted curve at half-maximal effect; % of control where 0% means no effect; nearly all actives have a fitted effect of over 60% in size
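In this reporter-derepression format, murine cells bearing a silenced integrated CMV-GFP locus incubate with test compound (30 h, 37 C), then are washed and imaged; fluorescent objects of 20–120 um count as induced cells.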
An asterisk follows results filed as active; u = inconclusive; x = not tested or not shown; & = joins results of further samples; [ ] = dose if it differs, or a comment. Unless noted, calls follow the shape of the dose curve; as a rule, active = well fitted curve in the direction sought with a large enough effect; inconclusive = small, poorly fitted or top-dose-only effect, or another doubt; inactive = no such curve, though single readings can be large; an effect the other way counts as inactive or inconclusive. Only part of the results is shown (hit frequency here may not be typical).

SMILES	TRb SRC2 PPI	CBFb RUNX1 block	Tau fluor counter	aGal spleen mod	Tau FP inhib	NPSR antagonist	TR SRC2 fluor cs	Epigenetic derep
CCc1ccccc1NC(=O)C1CCN(C(=O)c2ccc([N+](=O)[O-])cc2)CC1	-4.7%	16.4%	-2.0%	4.8%	-1.1%	12.9%	0.9%	-0.2%
CCCN(CCC)c1ccc(CC(=O)NC(C)Cc2ccccc2)cc1 (stereo unspecified)	2.4%	-20.6%	-14.0%	1.8%	11.4%	u	3.7%	4.9%
Cc1cc2c(c(=O)n1CC1CCCO1)C(c1ccc3c(c1)OCO3)C(C#N)=C(N)O2 (stereo unspecified)	1.2%	1.8%	-11.0%	-6.9%	-4.7%	-9.0%[46.1 µM]	-1.0%	-2.2%
C=CCN(C(=O)Nc1ccc(Cl)cc1)C1CC(=O)N(c2ccc(OC)cc2)C1=O (stereo unspecified)	-0.6%	9.8%	1.6%	-4.3%	2.3%	-7.3%[46.1 µM]	-0.6%	0.0%
CCCN(Cc1cc2ccc(C)cc2[nH]c1=O)C(=O)c1ccccn1	1.9%	-7.8%	-13.1%	-7.2%	-10.3%	-15.9%[46.1 µM]	1.8%	1.7%
Cc1ccc2c(c1)C(C)(c1ccccc1)CC(C)(C)N2C(=O)c1ccc(F)cc1 (stereo unspecified)	-9.0%	x	-11.5%	x	-5.4%	x	u	0.0%
COc1nnc(-c2ccc(N3CCOCC3)c(NC(=O)c3ccccc3)c2)c2ccccc12	3.1%	-3.0%	-20.5%	5.9%	-0.4%	-11.9%[46.1 µM]	-1.3%	1.8%
N#Cc1ccc(-c2nnnn2-c2ccc3c(c2)OCO3)cc1	-3.7%	-5.2%	-0.5%	7.8%	5.8%	-5.9%[46.1 µM]	-1.4%	1.3%
CCOc1ccc(NS(=O)(=O)c2ccc3c(c2)CCN3C(=O)C2CCC2)cc1	-4.2%	1.2%	u	-0.9%	-11.2%	-14.6%[46.1 µM]	-9.1%	0.0%
CCOc1ccc(/C=N/N2C(=O)C(CC(=O)Nc3ccc(F)cc3F)SC2=NC)cc1OC (stereo unspecified)	-3.2%	3.3%	-19.6%	8.7%	-12.4%	4.7%	0.8%	8.7%
CCC(=O)N1N=C(c2ccc(NS(=O)(=O)CC)cc2)CC1c1ccc(C)cc1 (stereo unspecified)	-7.5%	5.7%	-15.3%	u	-3.9%	-35.2%	-0.7%	0.8%
COc1ccc(NC2=NCC(=O)N2c2ccccc2)c(OC)c1	0.4%	-2.2%	-0.3%	6.1%	14.5%	-7.7%[46.1 µM]	2.1%	6.6%
O=C(CN(c1cc(C(F)(F)F)ccc1Cl)S(=O)(=O)c1ccccc1)NCCc1ccccc1	5.1%	x	u	x	-9.2%	x	-1.1%	0.3%
CCOC(=O)c1c(C)oc2c1c(C=NCC1CCCO1)c(O)c1ccccc12 (stereo unspecified)	1.1%	-5.3%	-26.9%	-6.0%	-1.9%	-6.6%[46.1 µM]	2.8%	3.2%
O=c1c2ccccc2nnn1CSc1nnc(-c2cccnc2)n1-c1ccccc1F	-18.7%	1.8%	0.3%	2.8%	1.1%	-10.3%[46.1 µM]	1.7%	u
O=C(/C=N/O)NCC1CCNCC1	-0.6%	-2.2%	-1.0%	-3.1%	-1.0%	-1.0%[46.1 µM]	-4.5%	-1.1%
CCCCn1c(SCC(=O)N2CCC(C)CC2)nc2ccsc2c1=O	-22.5%	4.7%	-11.0%	-3.4%	3.9%	u	-0.6%	-0.9%
O=C(COC(=O)c1ccccc1C(=O)N1CCN(c2ccccc2)CC1)NCc1ccccc1	8.2%	-0.6%	-4.4%	10.4%	3.5%	-20.0%	1.6%	-0.8%[10.1 µM]
O=C(NCc1nnc(SCC(=O)N2CCCC2)o1)c1c(F)cccc1Cl	-10.4%	3.0%	-1.9%	0.5%	9.0%	3.4%[46.1 µM]	-3.2%	10.8%
Cc1ccccc1OCC1CN(CN2CCOCC2)C(=O)O1 (stereo unspecified)	8.0%	3.5%	-0.7%	4.3%	-8.2%	-6.8%[46.1 µM]	-1.1%	0.8%
CCCCn1c(=O)c(CCC(=O)OCC(=O)Nc2cccc3ccccc23)nc2ccccc21	1.1%	-6.4%	-7.1%	-9.4%	-8.1%	-6.6%	1.0%	3.4%
CCOc1cccc(C2C(C(=O)c3ccc(C)o3)=C(O)C(=O)N2Cc2ccncc2)c1 (stereo unspecified)	-7.0%	0.8%	-6.0%	-3.6%	u	10.6%[46.1 µM]	-2.3%	-1.1%
CCC(c1nnnn1C1CCCCC1)N(Cc1ccco1)Cc1cc2ccc(OC)cc2[nH]c1=O (stereo unspecified)	2.8%	-4.2%	-23.2%	3.5%	3.3%	u	-0.8%	0.9%
O=C(Nc1cccc(C(F)(F)F)c1)c1cc(-c2ccc3c(c2)OCCO3)on1	-0.4%	x	-12.0%	x	u	x	-14.9%	0.0%
CCOc1ccc(-c2ncnn2-c2sc3c(c2C#N)CCCCC3)cc1	-0.6%	x	-19.8%	x	-10.2%	x	-17.1%	-1.6%
COC(=O)/C=C1\NC(=O)C(C)S1 (stereo unspecified)	-5.4%	17.3%	0.8%	1.0%	-0.5%	-1.2%	-1.2%	-2.2%
Nn1c(COc2ccccc2)nnc1SC(F)F	-3.6%	7.4%	7.8%	2.0%	0.9%	6.7%[46.1 µM]	-3.1%	0.0%
O=C(NCc1nnc2c3ccccc3c(-c3ccccc3)nn12)c1ccc(Cl)cc1	0.7%	-0.3%	-12.4%	-5.0%	-8.1%	-16.5%	-1.7%	-1.0%
Cc1nc(N2CCN(C(=O)c3ccc(Cl)cc3)CC2)c(C#N)c2c1COC(C)(C)C2	1.5%	-3.6%	0.7%	-8.3%	6.9%	u	-1.8%	-0.7%
CSc1nccc(-c2cc(Cl)sc2Cl)n1	1.4%	8.7%	-19.4%	-2.4%	-13.1%	8.3%[46.1 µM]	-0.8%	-1.0%
CCOc1ccccc1C(=O)N(Cc1cc(OC)c(OC)c(OC)c1)c1ccccn1	-3.4%	x	-1.4%	x	2.8%	x	-1.5%	-2.2%
Cc1cc(=O)cc(C)[nH]1	-6.7%	13.4%	-6.7%	-0.9%	6.7%	5.1%[46.1 µM]	-4.0%	-1.9%
Cn1cnnc1SCCC(=O)Nc1ccccc1	-16.0%	7.9%	3.9%	2.1%	-2.8%	0.3%[46.1 µM]	2.7%	-5.5%
CC(Sc1nnc(Cc2ccc3c(c2)OCO3)o1)C(N)=O (stereo unspecified)	-0.4%	2.2%	3.2%	5.9%	-7.8%	9.0%	-0.8%	-1.9%
O[C@@H]1CO[C@H]2C1OC[C@@H]2O (stereo partly specified)	5.5%	3.1%	x	2.2%	x	x	-2.3%	x
COC(=O)c1csc(C(=O)c2c[nH]c3ccccc23)n1	3.7%&0.7%	7.2%&5.8%	-25.2%	0.2%&4.4%	u	x	-24.7%&-4.6%	-0.3%
COc1ccc(CCC(C)NC2C3CC4CC(C3)CC2C4)cc1 (stereo unspecified)	-3.1%	-2.7%	-7.9%	-10.0%	3.3%	-6.7%[46.1 µM]	0.0%	-2.0%
Cn1nc([N+](=O)[O-])c(C(C#N)c2ccccn2)c(Cl)c1=O (stereo unspecified)	-5.7%	21.7%	12.6µM*[quencher]	-11.9%	u	-50.5%	-6.4%	7.2%
CCOC(=O)CCn1nnc(N)n1	0.4%	6.7%	14.3%	8.5%	10.0%	-0.3%[46.1 µM]	-6.8%	0.9%
COc1ccc(NS(=O)(=O)c2cc(NC(=O)CNC(=O)c3cccc(OC)c3)ccc2C)cc1	-3.4%[53 µM]	-9.5%	-16.7%	-3.0%	-5.2%	-3.1%	-0.8%[53 µM]	-1.3%

Part of the list above, set out differently:
Under each structure – TRb SRC2 PPI, CBFb RUNX1 block, Tau fluor counter, aGal spleen mod, Tau FP inhib, NPSR antagonist, TR SRC2 fluor cs, Epigenetic derep
Cc1cc(=O)cc(C)[nH]1
→ -6.7%, 13.4%, -6.7%, -0.9%, 6.7%, 5.1%[46.1 µM], -4.0%, -1.9%
COc1ccc(CCC(C)NC2C3CC4CC(C3)CC2C4)cc1 (stereo unspecified)
→ -3.1%, -2.7%, -7.9%, -10.0%, 3.3%, -6.7%[46.1 µM], 0.0%, -2.0%
CCCCn1c(=O)c(CCC(=O)OCC(=O)Nc2cccc3ccccc23)nc2ccccc21
→ 1.1%, -6.4%, -7.1%, -9.4%, -8.1%, -6.6%, 1.0%, 3.4%
O[C@@H]1CO[C@H]2C1OC[C@@H]2O (stereo partly specified)
→ 5.5%, 3.1%, x, 2.2%, x, x, -2.3%, x

(further entries)
SMILES	TRb SRC2 PPI	CBFb RUNX1 block	Tau fluor counter	aGal spleen mod	Tau FP inhib	NPSR antagonist	TR SRC2 fluor cs	Epigenetic derep
Cc1cccc(NC(=O)Cn2c(=O)n(Cc3ccc(C(=O)NCc4ccc5c(c4)OCO5)cc3)c(=O)c3ccccc32)c1	0.0%	x	-15.3%	x	u	x	-67.3%	-1.8%
Cc1ccc(S(=O)(=O)N2CCN(Cc3ccccc3C(F)(F)F)CC2)cc1	-2.9%	2.2%	-12.0%	-10.9%	-2.4%	-16.1%[46.1 µM]	-6.4%	-1.3%
Cc1ccc(C(=O)NCCOC23CC4CC(CC(C4)C2)C3)cc1	-3.7%	6.6%	-5.9%	11.4%	4.8%	u	-3.8%	0.0%
CCCn1c(SCC(=O)c2cc(OC)ccc2OC)nnc1-c1ccco1	0.4%	3.5%	10.2%	4.2%	12.3%	-10.2%[46.1 µM]	-3.3%	3.2%
O=C(O)CCCNC(=O)CCCn1nnc2ccccc2c1=O	-3.0%	0.4%	-3.4%	8.2%	5.6%	12.9%	-0.5%	1.1%
